Bioassay records (PubChem)
M1 ag parental – counter-screen for M1 agonists: effect in parental CHO-K1 cells; Fluo-8 calcium fluorescence; scaled to maximal ATP response, vehicle zero; activation, % at 3 µM; 0.48% of 360,000 active; AID 602248, 2012; in the data active means activation above about 15%;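 further: untransfected CHO-K1 host cells lacking M1 receptor as counterscreen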
M5 antag – human M5 muscarinic receptor antagonists, primary screen, CHO cells, Fluo-8 calcium fluorescence; Muscarinic acetylcholine receptor M5 (Homo sapiens), P08912; CHO-hM5 cells, ACh EC80; inhibition, % at 3 µM; 0.59% of 360,000 active; AID 624040, 2012;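 active means inhibition above a per-plate cutoff, the mean of that plate's test compounds plus 3 SD, cut at about 27% in these data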;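 further: 0% = acetylcholine EC80 with DMSO and 100% = DMSO without agonist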
Target sequence (P08912 whole entry, looked up): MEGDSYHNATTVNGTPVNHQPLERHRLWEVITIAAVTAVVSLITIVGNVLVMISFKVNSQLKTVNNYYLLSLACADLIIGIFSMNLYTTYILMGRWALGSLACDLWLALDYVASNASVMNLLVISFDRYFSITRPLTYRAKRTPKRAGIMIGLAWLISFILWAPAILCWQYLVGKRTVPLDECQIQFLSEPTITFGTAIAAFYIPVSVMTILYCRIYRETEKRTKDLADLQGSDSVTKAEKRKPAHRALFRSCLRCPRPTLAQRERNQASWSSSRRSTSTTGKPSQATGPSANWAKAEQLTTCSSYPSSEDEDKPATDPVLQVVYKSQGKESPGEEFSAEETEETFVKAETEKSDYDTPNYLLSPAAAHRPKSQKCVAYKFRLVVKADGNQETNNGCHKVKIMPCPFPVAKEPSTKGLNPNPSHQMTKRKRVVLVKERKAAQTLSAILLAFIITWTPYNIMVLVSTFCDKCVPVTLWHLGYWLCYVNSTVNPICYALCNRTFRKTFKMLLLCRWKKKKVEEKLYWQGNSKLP
CHRM5 PAM – human M5 muscarinic receptor positive allosteric modulators, primary screen, CHO-K1 cells, Fluo-8 calcium fluorescence; CHO-K1 hM5, ACh EC20 PAM; 0% = ACh EC20, 100% = ACh EC100; 0.3% of 360,000 active; AID 624038, 2012; Muscarinic acetylcholine receptor M5 (Homo sapiens), P08912; activation, % at 3 µM;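 active means activation above the run cutoff, the mean activation of all test compounds plus 3 SD, cut at about 18% in these data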
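Measured by: Fluo-8 calcium fluorescence; material: human M5 receptor in CHO-K1 cells; schedule: Post-acetylcholine fluorescence recording 140 s; benchmarks: low control EC20 acetylcholine (0%), high control EC100 acetylcholine (100%); read-out: Max/basal fluorescence ratio as % of EC20–EC100 ACh window; compound: single dose, 3 µM nominal final test concentration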
CHRM4 antagonist – human M4 muscarinic receptor antagonists, primary screen, CHO cells, Fluo-8 calcium fluorescence; Muscarinic acetylcholine receptor M4 (Homo sapiens), P08173; CHO-hM4 cells, ACh EC80; inhibition, % at 3 µM; 0.73% of 360,000 active; AID 624125, 2012;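 active means inhibition above its plate's cutoff, the mean inhibition of sample wells plus 3 SD, cut at about 27% in these data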;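 further: 0% = acetylcholine EC80 with DMSO and 100% = DMSO without agonist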
Target sequence (P08173 whole entry, looked up): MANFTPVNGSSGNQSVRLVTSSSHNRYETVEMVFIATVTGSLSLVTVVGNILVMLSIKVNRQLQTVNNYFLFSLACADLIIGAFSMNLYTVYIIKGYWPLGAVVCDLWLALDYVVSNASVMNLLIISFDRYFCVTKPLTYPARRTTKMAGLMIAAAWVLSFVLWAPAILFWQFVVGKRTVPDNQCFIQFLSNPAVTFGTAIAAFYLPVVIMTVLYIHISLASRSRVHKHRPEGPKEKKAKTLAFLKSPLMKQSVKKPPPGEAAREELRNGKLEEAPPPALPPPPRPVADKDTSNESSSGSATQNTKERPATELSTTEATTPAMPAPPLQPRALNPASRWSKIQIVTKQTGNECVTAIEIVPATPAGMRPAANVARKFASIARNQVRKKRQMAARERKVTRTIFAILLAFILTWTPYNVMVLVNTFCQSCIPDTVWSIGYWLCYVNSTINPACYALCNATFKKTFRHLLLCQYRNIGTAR
M1 PAM parental – nonselective calcium activators in parental CHO-K1 cells, primary screen, counter-screen for M1 PAM project, cell-based, Fluo-8 calcium fluorescence, full deck, 1536-well. ATP EC20; 0% at ATP EC20, 100% at ATP max. AID 602247, 2012. activation, % at 3 µM. 0.02% of 360,000 active;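 active means activation above the run cutoff, the mean activation of all test compounds plus 3 SD, cut at about 40% in these data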;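 further: peak over basal fluorescence ratio in a 140 s read after ATP addition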
M4 PAM – human M4 muscarinic receptor positive allosteric modulators, primary screen, CHO-K1 cells, Fluo-8 calcium fluorescence | CHO-K1 hM4/Gqi5, ACh EC20; 0% = ACh EC20, 100% = maximal ACh | activation, % at 3 µM | 0.4% of 360,000 active;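 active means activation above its plate's cutoff, the mean activation of sample wells plus 3 SD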; further: some results filed as inactive read as strong as hits
CHRM4 agonist – human M4 muscarinic receptor agonists, primary screen, CHO-K1 cells, Fluo-8 calcium fluorescence | CHO-K1 hM4/Gqi5; vehicle 0%, full acetylcholine response 100% | activation, % at 3 µM | 0.14% of 360,000 active;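 active means activation above the run mean over all test wells plus 3 SD, cut at about 32% in these data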;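 further: peak over basal fluorescence ratio per well then scaled between controls; 0% = DMSO wells and 100% = acetylcholine at EC100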
CHO-K1 Ca antag – counter-screen for M1 antagonists: effect in parental CHO-K1 cells. ATP-induced calcium, Fluo-8 fluorescence. inhibition, % at 3 µM. 0.6% of 360,000 active;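 active means inhibition above a per-plate cutoff, the plate's mean sample inhibition plus 3 SD, cut at about 24% in these data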;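 further: 0% = DMSO plus EC80 ATP and 100% = DMSO alone without ATP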
CHRM5 agonist – human M5 muscarinic receptor agonists, primary screen, CHO-K1 cells, Fluo-8 calcium fluorescence. CHO-K1 hM5 cells; 0% DMSO wells, 100% maximal acetylcholine response. activation, % at 3 µM. AID 624037, 2012. 0.19% of 360,000 active;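 active means activation above the run's mean over test compounds plus 3 SD, cut at about 23% in these data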;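 further: signal is peak over basal fluorescence ratio across the kinetic read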
* marks the source's active call; other numbers are inactive results; / = no result given. Rows were taken by chance; overall some 2.7% were active at least once.

SMILES	M1 ag parental	M5 antag	CHRM5 PAM	CHRM4 antagonist	M1 PAM parental	M4 PAM	CHRM4 agonist	CHO-K1 Ca antag	CHRM5 agonist
O=C(Nc1ccc(Cl)cc1C(F)(F)F)c1ccccc1Cl	-0.3	1	0	16	10	-4	0	-11	-2
CC(=O)Nc1ccc(C(=O)OCc2ccccc2Br)cc1	2.3	0	-1	-3	13	-5	3	-6	2
CC(OC(=O)c1cccc(O)c1)C(=O)N(C)Cc1ccccc1 (stereo unspecified)	1.1	7	-6	5	-6	2	1	-4	0
O=C(N/N=C/c1cccc2ccccc12)c1cc2ccccc2o1	1.1	8	-4	-22	-2	8	7	-1	-4
Cc1cc(NC(=O)c2cccc(S(=O)(=O)N3CCCCCC3)c2)no1	0.1	-1	-3	-5	-9	10	2	9	3
CC(C)NC(=S)Nc1ccc2cn[nH]c2c1	3.0	14	-13	-3	19	-6	8	-2	-1
N#Cc1ccc(C2=CC(=O)C[C@H](c3ccc(Cl)cc3)C2)cc1	-0.9	-1	-19	-3	-15	2	1	10	-5
COc1ccc(OCC(O)CN(C2CCCCC2)C2CCCCC2)cc1 (stereo unspecified)	-0.1	10	-6	3	-5	-2	1	26*	-9
CC(C)C(=O)Nc1ccc(C(=O)NC2CCSC2=O)cc1 (stereo unspecified)	0.4	1	-1	9	16	2	1	-8	1
CC(C)CC(C(=O)NC(C)(C)C)N(CC1CCCO1)C(=O)c1snc(C(N)=O)c1N (stereo unspecified)	-0.5	-3	3	1	-10	3	0	15	0
COc1ccc([C@H]2N[C@]3(CCCN(Cc4ccc(C)cc4)C3=O)[C@H]3C(=O)N(C)C(=O)[C@@H]23)cc1	1.6	7	3	-14	12	2	0	-10	-1
COc1ccccc1CNC(=O)CCNC(=O)Cn1ccc2ccccc2c1=O	0.3	-2	-3	7	23	10	0	-5	-3
COc1cccc(C(=O)CC(=O)C(=O)Nc2cccc([N+](=O)[O-])c2C)c1	0.6	-3	3	-2	11	-2	0	-7	-5
CC1CCC(C(C)C)C(OCC(O)CN2CCCC(C)C2)C1 (stereo unspecified)	1.0	6	-3	-7	-9	-10	4	-8	-17
Cc1c(NC(=O)C(C)OC(=O)CCC2CCCC2)c(=O)n(-c2ccccc2)n1C (stereo unspecified)	0.0	9	0	0	4	-2	2	-4	-1
CCOC(=O)c1cc(-c2ccccc2)sc1NC(=O)C(C)(C)C	1.1	2	1	16	18	2	0	-9	0
CCOc1ccc(CC(=O)NCCS(=O)(=O)N2CCN(c3ccccc3)CC2)cc1	0.4	1	2	2	-12	15	3	15	4
COc1ccc(OC)c(NC(=O)CSc2nc3n[nH]c(C)c3c(=N)n2-c2cccc(Cl)c2C)c1	-0.8	-2	2	-1	-4	6	1	-8	-6
CCOC(=O)c1csc(NC(=O)c2ccc(N3C(=O)CCC3=O)cc2)n1	0.4	1	-4	-12	0	0	1	-5	1
CCCCNC(=O)C1Cc2cc(S(=O)(=O)N3CCCCC3)ccc2N1C(C)=O (stereo unspecified)	0.5	-7	2	6	-17	4	2	-14	-2
CC1CN(CCOc2ccc([N+](=O)[O-])cc2)CC(C)O1 (stereo unspecified)	1.1	0	0	4	12	-3	0	1	-3
CN(C)S(=O)(=O)c1ccc(C(=O)NCC(=O)N/N=C/c2ccccc2Cl)cc1	4.4	-6	-2	-4	-3	2	6	10	1
COc1ccc(-c2nnn(CC(=O)N(CC(=O)NC3CCCC3)Cc3cccs3)n2)cc1OC	4.0	2	-1	-5	17	-4	7	-21	4
COc1ccc(N(CC(=O)Nc2cccnc2)S(=O)(=O)c2ccc(C)cc2)cc1Cl	3.2	-2	1	-3	2	-5	4	-4	2
O=C(Nc1ccc2nccnc2c1)c1cnccn1	0.1	-1	4	-7	10	1	1	-3	-3

Reformatted: entries from further up.
Below each SMILES – M1 ag parental	M5 antag	CHRM5 PAM	CHRM4 antagonist	M1 PAM parental	M4 PAM	CHRM4 agonist	CHO-K1 Ca antag	CHRM5 agonist
- O=C(Nc1ccc(Cl)cc1C(F)(F)F)c1ccccc1Cl
    -0.3	1	0	16	10	-4	0	-11	-2
- CC(=O)Nc1ccc(C(=O)OCc2ccccc2Br)cc1
    2.3	0	-1	-3	13	-5	3	-6	2

Next results.
SMILES	M1 ag parental	M5 antag	CHRM5 PAM	CHRM4 antagonist	M1 PAM parental	M4 PAM	CHRM4 agonist	CHO-K1 Ca antag	CHRM5 agonist
C/C(=N/OC(=O)c1c(-c2ccccc2Cl)noc1C)c1cnccn1	1.7	4	-33	34*	6	-21	4	-1	-15
Cc1nonc1C1CCCN1Cc1nc(-c2ccc(F)cc2F)oc1C (stereo unspecified)	0.1	1	3	-1	-21	-2	1	1	1
COc1ccc(OCc2cc(/C=N\NC(=O)c3ccccc3)ccc2OC)cc1	1.6	4	-10	-4	-6	-4	7	-3	-2
O=C(NC1CCCCC1)C1CC(O)CN1C(=O)OCc1ccccc1 (stereo unspecified)	1.2	-4	-1	2	20	19	0	-13	-2
O=C(O)CNC(=S)N(Cc1ccccc1Cl)C1CCCC1	0.0	1	3	-6	10	-2	0	-17	2
CC1=C(C(=O)OCc2ccccc2)C(c2cccc(Cl)c2Cl)NC(=O)N1CCCCCC(=O)O (stereo unspecified)	-0.1	-1	13	-6	12	13	2	-21	-2
CCCCC(=O)N(C)c1c(C)nc2ccc(C(=O)N(C)Cc3ccco3)cn12	0.0	19	-5	6	-17	-4	0	17	0
Cc1[nH]c(=O)[nH]c(=O)c1S(=O)(=O)Nc1ccc(Oc2ccccc2)cc1	0.1	-1	-2	-6	16	8	1	-3	0
COc1ccccc1C(=O)N1CC(=O)Nc2ccc(F)cc2C1c1ccccc1 (stereo unspecified)	2.1	7	-10	-7	4	-13	8	-4	0
COc1ccc(C2CC(c3cccc(Cl)c3)n3nc(N)nc3N2)cc1 (stereo unspecified)	0.4	-6	-7	16	8	-2	5	-4	3
CCCc1noc2c1/C(=N\O)CC(c1ccccc1)C2 (stereo unspecified)	0.9	-2	-7	-1	22	-2	-1	-12	-7
O=C(COC(=O)c1ccc(S(=O)(=O)N2CCOCC2)cc1)NC1CCCCCCC1	1.1	-13	2	-4	19	1	2	-7	3
CCCCNC(=O)C(NC(=O)c1cnc(C)cn1)C(=O)c1ccccc1 (stereo unspecified)	/	14	-4	8	/	1	0	/	1
O=C(Cc1ccc(S(=O)(=O)N2CCCC2)s1)Nc1nc2c(s1)CCCC2	3.0	-3	3	8	9	-5	1	5	3
CN(CCOc1ccc(Br)cc1)CC(O)COc1ccc(C#N)cc1 (stereo unspecified)	7.2	-1	-1	-6	-3	-10	19	-3	1
O=C(CSc1ccccc1)N1CCCC(N2CCN(c3ccc(F)cc3)CC2)C1 (stereo unspecified)	2.7	-1	-3	-6	1	-2	5	-6	-2
Cc1ccc(-c2cnc(N)n2C)cc1C	0.2	10	-5	8	6	-5	0	0	-5
O=C(Cc1cccs1)N(c1ccc(Cl)cc1)C1C=CS(=O)(=O)C1 (stereo unspecified)	0.9	3	0	-10	9	7	1	-16	0
Cc1ccc(-n2nc(C(=O)c3ccccc3)n3c(=O)c(Cc4ccccc4)nnc23)cc1	0.2	3	-5	5	-3	3	-2	-1	-2
CC(C)OC(=O)c1c(NC(=O)Cn2cnc([N+](=O)[O-])n2)sc2c1CCCC2	0.0	-11	8	-5	-3	3	0	5	-6
CCOc1ccc(OCC(=O)Nc2ccccc2N2CCCC2)cc1	0.0	2	-3	0	11	-4	-2	-4	-6
O=C(CCN1CCOCC1)NNC(=O)c1ccc(Cl)c([N+](=O)[O-])c1	0.7	4	2	-6	13	7	0	-6	3
Fc1cccc(C2CC(c3cccc(Br)c3)Nc3nnnn32)c1 (stereo unspecified)	1.2	2	-2	-4	1	-5	4	2	3
CC(=O)Nc1ccc(C(=O)CN2C(=O)NC3(CCCCCC3)C2=O)c(F)c1	0.2	4	-4	-21	10	-2	5	-13	7
O=C1CN(S(=O)(=O)c2ccccc2)CC(=O)N1CCc1ccccc1	0.5	2	-10	3	-2	-7	2	-2	0

Structural class: the entries above with two or more sulfur atoms (2)
SMILES	M1 ag parental	M5 antag	CHRM5 PAM	CHRM4 antagonist	M1 PAM parental	M4 PAM	CHRM4 agonist	CHO-K1 Ca antag	CHRM5 agonist
O=C(Cc1ccc(S(=O)(=O)N2CCCC2)s1)Nc1nc2c(s1)CCCC2	3.0	-3	3	8	9	-5	1	5	3
O=C(Cc1cccs1)N(c1ccc(Cl)cc1)C1C=CS(=O)(=O)C1 (stereo unspecified)	0.9	3	0	-10	9	7	1	-16	0

Next part.
SMILES	M1 ag parental	M5 antag	CHRM5 PAM	CHRM4 antagonist	M1 PAM parental	M4 PAM	CHRM4 agonist	CHO-K1 Ca antag	CHRM5 agonist
O=c1c2ccccc2c2c(O)nc(-c3ccccc3)n2n1Cc1ccccc1	-0.4	-7	1	5	-7	3	0	9	-4
COC(=O)c1sccc1NC(=S)N1CCC(C(N)=O)CC1	0.0	-2	3	4	-15	-3	0	5	1
CCN(c1ccccc1)S(=O)(=O)c1ccc(C(=O)N(CCCN(C)C)c2nc3c(C)cccc3s2)cc1	1.4	20	-11	3	10	-5	5	0	-8
CC1(NC(=O)Nc2cccc(Br)c2)CCS(=O)(=O)C1 (stereo unspecified)	3.3	2	-7	-4	6	3	1	-4	4
Cc1cccc(NC(=O)CNC(=O)COc2ccc(C(=O)c3ccc(F)cc3)cc2)c1C	1.4	-1	-4	-4	13	6	2	-13	1
N#Cc1ccc(N2CCN(C(=O)c3cccs3)CC2)c(F)c1	3.7	6	-3	9	11	-5	3	-3	3
CCOc1ccc2nc3c(cc2c1)CN(CCOC)C(=NCCOC)S3	1.0	-4	2	0	18	11	4	-8	-3
COc1ccc(N2CCN(C(=O)COC(=O)CCOc3ccccc3C)CC2)cc1	3.4	0	-4	-2	-13	-4	10	-3	2
CSc1ccc(/C=C(\NC(=O)c2ccc(C)cc2)C(=O)Nc2cccc(C)c2)cc1	0.0	-2	4	-7	14	6	0	-6	-1
Cc1noc(C)c1COc1ccc(C(=O)NCCOc2ccccc2)cc1	3.4	8	-5	5	4	2	4	-2	2
CC1(C)OC(=O)C2=C(C[C@@H](CCOCc3ccccc3)O[C@H]2c2ccc(F)cc2)O1	1.7	9	0	-1	-3	-4	7	0	-2
Cc1ccccc1OCCC(=O)Nc1c(C)n(C)n(-c2ccccc2)c1=O	0.3	0	3	3	16	-7	0	-4	1
O=C(CSc1nnc(CNC(=O)c2ccc(F)cc2)o1)Nc1ccc2c(c1)OCCO2	1.1	0	-2	6	11	-1	1	-1	-1
COc1cc(NC(=S)N2CCN(S(=O)(=O)c3ccc(F)cc3)CC2)cc(OC)c1	1.2	2	-3	2	11	-1	0	-5	-2
CCOc1cccc(NC(=O)CC#N)c1	0.0	-7	-2	-1	11	1	2	-2	-8
COc1ccc(C(=O)N2CCCC(C(=O)O)C2)c2ccccc12 (stereo unspecified)	0.8	4	6	-4	14	-2	0	-5	-2
CCCCc1cc(=O)oc2cc(C)cc(OCC(=O)Nc3cccnc3)c12	0.6	5	-1	0	9	-1	3	-11	-4
COc1cc2c(cc1OC)CN(C(=O)CSc1nc(N)c(C#N)cc1C#N)CC2	0.6	6	-2	1	2	-2	0	-8	0
